Screening data deposited in PubChem by Broad Institute.
Cneo AK release – causes C. neoformans cell lysis; 0.2% of 360,000 active; lysis activity, % at 15 µM; adenylate kinase release luminescence, 4 h; normalised: neutral wells 0, clomiphene wells 100; AID 651654;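 active = mean lysis activity across replicates of at least 80%, whatever share of replicates individually reach that level; inactive = mean lysis activity below 80%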
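read-out = cell lysis signal | test system = log-phase Cryptococcus neoformans yeast cells | input = cells at 5 × 10^6 per mL | medium = fresh YPD growth medium | signal = luminescent adenylate kinase detection reagent | timing = 4 h at 37 °C static, read 1 h later | dosing = single dose | controls = Clomiphene as positive lysis control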
CFTR F508del cor – CFTR F508del correction in bronchial cells; CFBE cells, YFP halide quenching; stimulated with forskolin plus potentiator P3; % fluorescence drop versus neutral controls; activity (quench increase), % at 7.58 µM; 0.36% of 350,000 active;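 active = mean added fluorescence quench of at least 8% versus neutral control, with both replicates also reaching 8%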;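 also: cells transiently co-express mutant CFTR-F508del with the halide-sensitive YFP; corrector assay measuring rescue of mutant channel to the surface after 24 h compound exposure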
Statin myotox sup – suppression of simvastatin myotoxicity. C2C12 myotubes + simvastatin, ATP luminescence, 48 h; scaled: DMSO 0, geranylgeraniol control 100. rescue of ATP level, % at 7.49 µM. 0.78% of 330,000 active. AID 602340;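 active = mean ATP rescue above about 67%, or every replicate alone reaching that limit, limit read from the data, passing the limit was not always enough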;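 also: myotubes were challenged with 10 µM simvastatin during compound exposure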
miR122 inh – blocks miR-122 activity in Huh7 sensor cells | Huh7 miR-122 Renilla luciferase sensor, 48 h; neutral wells = 0, positive control = 100 | AID 602342 | 0.3% of 340,000 active | activation (reporter increase), % at 12.5 µM;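 active = mean replicate activation score at least 90 and every replicate individually at or above 90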;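 also: higher luciferase means less miR-122 activity so hits act as miR-122 inhibitors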
PglD DTNB – PglD (C. jejuni) enzyme inhibition | 0.098% of 360,000 active | inhibition, % at 12.5 µM | AID 602405 | purified PglD enzyme, DTNB colorimetric CoA detection; in the data active = inhibition above about 16%, passing the limit was not always enough; also: strong numbers were not always called active
GSIS activator – GLuc luminescence reporter in INS-1E cells, primary screen for activators of glucose-dependent secretion of insulin; 0.61% of 370,000 active; INS-1E GLuc reporter insulin secretion, 2-3 h; activation, % at 16.6 µM;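 active = lowest replicate activation of at least 40%, so every replicate reaches that level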;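 also: 0% = median of neutral control wells and 100% = median of IBMX positive control wells; some compounds called inactive have numbers as strong as hits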
PGC1a acetyl inh – lowers PGC1a acetylation signal in U2OS cells | AlphaScreen anti-acetyl-lysine; with virally co-expressed GCN5 acetyltransferase | inhibition, % at 15.6 µM | 0.17% of 350,000 active;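 active = every replicate shows inhibition of at least 40%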;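 also: 0% = neutral control wells and 100% = positive control wells; some results beyond the cut were filed as inactive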
FN deposit inh – fibronectin deposition inhibition; AH1F fibroblasts, Alexa488-fibronectin deposition fluorescence, overnight; inhibition, % at 12.6 µM; 0.086% of 350,000 active; AID 743247;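 active = mean inhibition across replicates of 30% or more, regardless of how many single replicates reach that level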;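 also: positive control wells lacked labelled fibronectin entirely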
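Assay system: AH1F fibroblast monolayer, labelled fibronectin deposition. Amount: 10000 cells per well. Also added: labelled fibronectin 24 nM. Compound: single-point pinned compound. Incubation: cell attachment 1 h, compound and FN exposure overnight. Detection: fluorescence after three HBSS washes, excitation 485 nm, emission 525 nm. Read-out: inhibition of fibronectin deposition signal.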
Starred values were filed as active, the others as inactive; . = no result given; & = joins results of further samples; [ ] = another dose, or the depositor's remark.

1. O=C(CN1CCOCC1)N1CCCCN2[C@H](C1)[C@@H](c1ccc(Br)cc1)[C@@H]2CO
2. COc1ccc(NC(=O)Nc2ccc3c(c2)C(=O)N([C@@H](C)CO)C[C@@H](C)[C@H](CN(C)S(=O)(=O)c2c(C)noc2C)OCCCC[C@@H](C)O3)cc1
3. C[C@H](CO)N1C[C@H](C)[C@@H](CN(C)S(=O)(=O)c2cn(C)cn2)Oc2ncc(C#CCN(C)C)cc2C1=O
4. Cc1ccc(-c2ocnc2C(=O)Nc2nc(C)cs2)cc1
5. O=C(COC(=O)CNC(=O)C1CCCCC1)Nc1ccccc1Cl
6. CCN(CC)CCNc1oc(-c2ccccc2)nc1S(=O)(=O)c1ccccc1
7. Cc1ccc(S(=O)(=O)N(CC(=O)NCC2CCCO2)Cc2ccc(F)cc2)cc1 (stereo unspecified)
8. O=C(CCNC(=O)c1ccc(Cl)cc1)NCC(c1ccco1)N1CCCC1 (stereo unspecified)

assay / entry	1	2	3	4	5	6	7	8
Cneo AK release	0	-1	0	1	-2	-2	-18	-6
CFTR F508del cor	-0.3	-0.8	3.9	-2.8	2.8	-1.5	-0.1	-1.6
Statin myotox sup	10	.	-2	-41	15	-11	2	4
miR122 inh	7[16.7 µM]	0[16.7 µM]	14[16.7 µM]	2	-4	-4	1	.
PglD DTNB	0	-3	-2	-4	-1	-4	-1	-5
GSIS activator	1	2	18	1	-2	7	-25	5
PGC1a acetyl inh	4	4	1	3	10	3	-5	.
FN deposit inh	-7	.	.	-5	-5	-5	0	-5

9. O=C(NCc1ccccc1CN1CCCC1)c1cccc(S(=O)(=O)Nc2ccc(F)cc2)c1
10. Cn1c(N)c(C(=O)COC(=O)Cc2ccc(F)cc2)c(=O)n(C)c1=O
11. COc1ccc(NC(=O)N(C)C[C@H]2Oc3ccc(NC(=O)Nc4c(C)noc4C)cc3CC(=O)N([C@@H](C)CO)C[C@@H]2C)cc1
12. O=C(NCC1CCCO1)C1CCCN(S(=O)(=O)c2cc(Cl)ccc2Cl)C1 (stereo unspecified)
13. CCOC(=O)N1CCN(C(=O)c2ccc3c(=O)n(-c4ccccc4F)c(=S)[nH]c3c2)CC1
14. CN(C)C(=O)c1cccc(-c2ccc([C@@H]3[C@H](CO)N4CCCCN(CCC(F)(F)F)C[C@@H]34)cc2)c1
15. Cc1cc(C)n(-c2ccc(C(=O)OCC(=O)Nc3ccccc3[N+](=O)[O-])cc2)n1
16. CCN(CC)S(=O)(=O)c1ccc(C)c(C(=O)Oc2cccc(-c3cnc4ccccc4n3)c2)c1

assay / entry	9	10	11	12	13	14	15	16
Cneo AK release	2	3	-1	-1	1	2	-1	-1
CFTR F508del cor	0.9	-0.1	0.1	-1.6	-1.8	0.5	0.8	0.4
Statin myotox sup	-20	-2	4	0	13	.	0	1
miR122 inh	89	1	47[16.7 µM]	-1	8	3[16.7 µM]	-1	-2
PglD DTNB	-7	-2	2	1	10	-4	-1	-4
GSIS activator	-20	-1	5	-2	-45	-2	.	0
PGC1a acetyl inh	-14	8	0	-3	0	-3	.	.
FN deposit inh	10	.	-3	0	8	.	0	-14

17. CC(=O)CSc1nnc(Cc2ccc([N+](=O)[O-])cc2)o1
18. CC(Oc1ccc(Cl)cc1)c1ccnn1S(=O)(=O)c1ccccc1 (stereo unspecified)
19. CCOC(=O)c1ccccc1NC(=O)c1ccc2c(SCC(=O)O)c3c(nc2c1)CCCC3
20. O=C(Nc1ccc(Br)cc1Cl)c1cnccn1
21. O=[N+]([O-])c1cccc(S(=O)(=O)c2ccc(NCCOCCO)c([N+](=O)[O-])c2)c1
22. CCOC(=O)N(C)C[C@H]1OCc2ccccc2-c2ccccc2C(=O)N([C@@H](C)CO)C[C@H]1C
23. COCCn1c(C)cc(C(=O)COC(=O)c2ccc([N+](=O)[O-])o2)c1C
24. C/C(COc1ccccc1)=N\NC(=O)c1nnn(-c2nonc2N)c1CSc1ccc(C)cc1

assay / entry	17	18	19	20	21	22	23	24
Cneo AK release	0	0	-1	.	-2	-5	-1	-2
CFTR F508del cor	.	.	0.8	0.6	-0.4	-1.7	-0.2	-5.4
Statin myotox sup	-2	-2	6	-22	-2	6	14	-1
miR122 inh	-9	20	-3	-4	-1	.	-2	3
PglD DTNB	-3	-3	-2	.	-5	-2	1	6
GSIS activator	.	.	3	.	-7	4	-7	13
PGC1a acetyl inh	4	-7	.	10	-11	3	6	-5
FN deposit inh	.	.	4	.	-4	8	-10	-4

25. Cc1noc(C)c1S(=O)(=O)N(C)C[C@@H]1OCCCC[C@H](C)Oc2ccc(NS(=O)(=O)c3cn(C)cn3)cc2C(=O)N([C@@H](C)CO)C[C@H]1C
26. CCOc1ccccc1N1CCN(CC(=O)Nc2nc(C)c(C(=O)N(C)C)s2)CC1
27. NC(=O)C1CC(=O)N(c2ccc(OCC(=O)Nc3ccc(Cl)cc3)cc2)C1 (stereo unspecified)
28. CS(=O)(=O)N(CC(=O)N1CCCC1)c1cc(C(F)(F)F)ccc1Cl
29. O=C(NC(=S)Nc1ccc2c(c1)OCO2)c1ccccc1
30. CCC(O)(Cc1ccccn1)Cc1ccccn1
31. CCN1CCN(CC(=O)N2N=C(c3cccs3)CC2c2ccc(C)cc2)C(=O)C1=O (stereo unspecified)
32. O=C(/C=C/c1ccc(Cl)cc1)Nn1c(-c2cccs2)nc2ccccc2c1=O

assay / entry	25	26	27	28	29	30	31	32
Cneo AK release	69	4	-12	-1	-4	0	.	.
CFTR F508del cor	1.5	0.8	-0.8	0.1	.	0.8	1.3	1.9
Statin myotox sup	.	5	-3	-5	3	6	.	8
miR122 inh	8[16.7 µM]	.	.	2	.	-5	.	-5
PglD DTNB	0	-1	-3	.	4	-8	.	.
GSIS activator	-2	12	11	5	4	36	-3	-1
PGC1a acetyl inh	7	.	.	7	.	2	5	3
FN deposit inh	-7	3	3	4	.	.	-1	-9

The final 3 records of the part before come first, to join the parts.
30. CCC(O)(Cc1ccccn1)Cc1ccccn1
31. CCN1CCN(CC(=O)N2N=C(c3cccs3)CC2c2ccc(C)cc2)C(=O)C1=O (stereo unspecified)
32. O=C(/C=C/c1ccc(Cl)cc1)Nn1c(-c2cccs2)nc2ccccc2c1=O
33. C[C@@H]1CN([C@H](C)CO)S(=O)(=O)c2ccc(C#Cc3ccc(F)cc3)cc2O[C@@H]1CN(C)C(=O)c1ccccn1
34. O=C(C[C@H]1CC[C@H]2[C@@H](COC[C@H](O)CN2Cc2nccs2)O1)NCc1ccc(Cl)cc1
35. COc1ccccc1-c1ccc2c(c1)O[C@@H](CN(C)S(=O)(=O)c1ccc(F)cc1)[C@H](C)CN([C@H](C)CO)S2(=O)=O
36. C[C@@H]1CN([C@H](C)CO)C(=O)CCCn2cc(nn2)CO[C@H]1CN(C)S(=O)(=O)c1ccccc1F
37. COc1ccc(NC(=O)Nc2ccc3c(c2)C(=O)N([C@H](C)CO)C[C@@H](C)[C@H](CN(C)S(=O)(=O)c2ccc(F)cc2)O3)cc1
38. C[C@H]1CN([C@@H](C)CO)C(=O)c2cc(-c3cccc(C#N)c3)cnc2O[C@H]1CN(C)C(=O)c1ccccn1
39. O=C1CCC[C@@H]2Cc3nc4ccc(Cl)cc4cc3[C@@H]3CCN1[C@H]23
40. Cc1cccc(NC(=O)CC23CC4CC(C2)CC(n2nnc(C)n2)(C4)C3)c1

assay / entry	30	31	32	33	34	35	36	37	38	39	40
Cneo AK release	0	.	.	3	-4	.	0&-6&0	6	0&4&-1	-2	-1
CFTR F508del cor	0.8	1.3	1.9	-3.6	2.7	-2.9	-2.3&-0.7&-2.7	0.5	-1.9&-0.1&-2.0	2.1	0.2
Statin myotox sup	6	.	8	3	3	6	0&8&-9	-18	1&7&0	10	.
miR122 inh	-5	.	-5	-7[16.7 µM]	1[16.7 µM]	2[16.7 µM]	1[16.7 µM]	-7[16.7 µM]	4	-2	-2
PglD DTNB	-8	.	.	2	2	.	3&0&-2	0	2&-5&-2	-1	1
GSIS activator	36	-3	-1	-13	9	-11	5&16	1	0&23	.	-27
PGC1a acetyl inh	2	5	3	-2	0	6	6&-1&-10	-3	-6&7&2	5	.
FN deposit inh	.	-1	-9	1	4	.	7&-10	.	-1	1	1

41. CO[C@H]1CC[C@H]2CCN(C)C(=O)[C@@H](C)CN(C)C(=O)c3cc(C#N)ccc3OC[C@H]1O2
42. NS(=O)(=O)c1ccc(CNC(=O)Cc2ccc(S(=O)(=O)N3CCOCC3)s2)cc1
43. Cc1ccc(C(=O)NCCC(=O)NCc2ccco2)cc1
44. COc1ccc(OC)c(S(=O)(=O)N2CCC(C(=O)N3CCCC3)CC2)c1
45. COc1cc(C)ccc1S(=O)(=O)NC(=O)C1(C)CCN1C(=O)COc1ccc(Cl)cc1 (stereo unspecified)
46. COC(=O)CCSc1nc(N2CCOCC2)c2c(c1C#N)CC(C)(C)OC2
47. O=C(CNC(=O)c1ccc([N+](=O)[O-])cc1)N/N=C/c1c[nH]c2ccccc12
48. Cc1ccsc1C(=O)OCC(=O)NCc1ccc(Cl)cc1

assay / entry	41	42	43	44	45	46	47	48
Cneo AK release	1	-1	1	.	-6	-2	2	-1
CFTR F508del cor	.	2.7	0.3	-2.5	4.4	-4.7	0.1	-2.2
Statin myotox sup	-10	-2	-4	5	-5	9	3	2
miR122 inh	.	-3	-4	-2	-5	11	-2	5
PglD DTNB	0	2	-9	.	-5	-1	5	-6
GSIS activator	14	2	8	-4	19	2	-26	25
PGC1a acetyl inh	.	0	4	.	-15	0	.	-9
FN deposit inh	-5	-5	1	2	-4	5	-1	8

49. CCn1c(=S)[nH]c2scc(-c3cccs3)c2c1=O
50. C[C@@H]1CN([C@@H](C)CO)C(=O)Cc2cc(NC(=O)C3CCCCC3)ccc2O[C@@H]1CN(C)Cc1ccc(C(=O)O)cc1
51. CC1CCN(CCNC(=O)C2CCCN(c3ncnc4c3nc3n4CCCCC3)C2)CC1 (stereo unspecified)
52. O=C(COC(=O)c1cc(Br)ccc1O)c1ccc(F)cc1
53. CCC(=O)N1[C@@H](CO)[C@@H](c2ccccc2)[C@@H]1CN(CC)C(=O)c1cccc(F)c1
54. O=C(NCc1ccc(Cl)cc1)c1ccc(OCC2CCCO2)cc1 (stereo unspecified)
55. O=C1CC(/C=C/c2ccccc2)(C(=O)NC2CCCC2)N1c1ccc(S(=O)(=O)N2CCCC2)cc1 (stereo unspecified)
56. O=C(C(Cl)Cl)N1CCN(Cc2ccc3c(c2)OCO3)CC1
57. Cc1cc(=O)oc2cc(OCC(=O)Nc3nnc(CC(C)C)s3)ccc12

assay / entry	49	50	51	52	53	54	55	56	57
Cneo AK release	.	2	-2	1	-1	-3	0	1	1
CFTR F508del cor	1.0	-3.9	1.6	-2.2	-0.8	-0.6	-2.9	1.2	.
Statin myotox sup	.	-5	12	0	-7	.	-4	13	.
miR122 inh	.	-12[16.7 µM]	3	-8	42[16.7 µM]	-2	-6	.	-8
PglD DTNB	.	-2	-1	0	1	-3	-2	2	1
GSIS activator	2	17	10	11	-8	12	4	7	.
PGC1a acetyl inh	-2	-2	-8	-2	-1	-2	-7	.	-5
FN deposit inh	5	.	3	-6	-4	6	2	0	9
